All columns: NCI-60 one-dose screen, growth in % after 48 h at 10 µM unless noted; 100 = growth as untreated, 0 = no growth, -100 = all killed.
UACC-62 – UACC-62 melanoma | 81,000 compounds, 5.4% hits
SK-MEL-2 – SK-MEL-2 melanoma; 77,000 compounds, 4.7% hits; AID 1794763
A549/ATCC – A549/ATCC NSCLC. AID 1794740. 81,000 compounds, 3.7% hits
M14 – M14 melanoma. 80,000 compounds, 6.2% hits. AID 1794745
SK-MEL-28 – SK-MEL-28 melanoma. 81,000 compounds, 4.1% hits. AID 1794761
MDA-MB-435 – MDA-MB-435 melanoma; 82,000 compounds, 7.8% hits
UACC-257 – UACC-257 melanoma | 78,000 compounds, 4.4% hits | AID 1794764
SK-MEL-5 – SK-MEL-5 melanoma. 80,000 compounds, 6.4% hits
* marks the source's active call; other numbers are inactive results; · = no result given; & = joins results of further samples. How the source made its calls: active means growth percent below 10; inactive means the rest.

SMILES	UACC-62	SK-MEL-2	A549/ATCC	M14	SK-MEL-28	MDA-MB-435	UACC-257	SK-MEL-5
Cn1c(=O)n(-c2ccc(C(C)(C)C#N)cc2)c2c3cc(-c4cnc5ccccc5c4)ccc3ncc21	-20*	-42*	-9.2*	1.0*	1.8*	5.9*	-14*	-89*
NCCCC[C@H](N)C(=O)O	100	113	105	109	104	105	129	102
COc1cc(OC)c(/C=C/S(=O)(=O)Cc2ccc(OC)c(NCC(=O)O)c2)c(OC)c1	37	·	9.1*	13	66	-30*	49	-12*
O=C(Nc1ccc(Oc2ccc(Cl)c(F)c2)cc1)c1ccc2nc(NC(=O)c3ccc(NCCc4ccccc4)c([N+](=O)[O-])c3)sc2c1	86	88	92	94	112	102	89	83
O=C(O)/C=C/c1ccc(O)cc1	96	97	96	107	109	114	100	113
Cn1cc(C(=O)c2nc(-c3cn(C)c4ccc(F)cc34)no2)c2ccccc21	82	100	84	106	104	94	92	94
O=C(O)C1(Cc2cccc(Nc3nccs3)n2)CCC(Oc2cccc(Cl)c2F)CC1 (stereo not given)	62	·	42	58	88	50	50	70
COc1ccccc1OCCNCC(O)COc1cccc2[nH]c3ccccc3c12 (stereo not given)	92	123	91	88	105	95	83	·
O=C(Nc1ccc(OCc2ccc(Cl)cc2)cc1)c1ccc2nc(NS(=O)(=O)c3ccc4ccccc4c3)sc2c1	91	100	107	110	102	100	106	94
C[C@@H](N)c1ccc(C(=O)Nc2ccnc3[nH]ccc23)cc1	82	·	15	65	63	80	69	68
C#C[C@]1(O)CCC2C3CCC4=CC(=O)CC[C@@H]4C3CC[C@@]21CC (stereo not given in full)	109	·	102	109	119	110	110	100
COc1cc(Nc2ncc3c(n2)-c2ccc(Cl)cc2C(c2c(F)cccc2OC)=NC3)ccc1C(=O)O	65	·	54	63	85	86	81	68
Cc1cc(C)cc(OCC2CNC(=O)O2)c1 (stereo not given)	102&112	102&101	111&102	105&113	126&107	112&104	110&112	101
NC(N)=NC(=O)Cc1c(Cl)cccc1Cl	98	113	96	102	91	95	103	109
CC(C)n1nc(-c2ccc3oc(N)nc3c2)c2c(N)ncnc21	-45*	-19*	-6.7*	-19*	-24*	-14*	-28*	-40*

Of the compounds above, these have sulfur:
SMILES	UACC-62	SK-MEL-2	A549/ATCC	M14	SK-MEL-28	MDA-MB-435	UACC-257	SK-MEL-5
COc1cc(OC)c(/C=C/S(=O)(=O)Cc2ccc(OC)c(NCC(=O)O)c2)c(OC)c1	37	·	9.1*	13	66	-30*	49	-12*
O=C(Nc1ccc(Oc2ccc(Cl)c(F)c2)cc1)c1ccc2nc(NC(=O)c3ccc(NCCc4ccccc4)c([N+](=O)[O-])c3)sc2c1	86	88	92	94	112	102	89	83
O=C(O)C1(Cc2cccc(Nc3nccs3)n2)CCC(Oc2cccc(Cl)c2F)CC1 (stereo not given)	62	·	42	58	88	50	50	70
O=C(Nc1ccc(OCc2ccc(Cl)cc2)cc1)c1ccc2nc(NS(=O)(=O)c3ccc4ccccc4c3)sc2c1	91	100	107	110	102	100	106	94

Returning to the listing, repeating the 5 entries before the break.
SMILES	UACC-62	SK-MEL-2	A549/ATCC	M14	SK-MEL-28	MDA-MB-435	UACC-257	SK-MEL-5
C#C[C@]1(O)CCC2C3CCC4=CC(=O)CC[C@@H]4C3CC[C@@]21CC (stereo not given in full)	109	·	102	109	119	110	110	100
COc1cc(Nc2ncc3c(n2)-c2ccc(Cl)cc2C(c2c(F)cccc2OC)=NC3)ccc1C(=O)O	65	·	54	63	85	86	81	68
Cc1cc(C)cc(OCC2CNC(=O)O2)c1 (stereo not given)	102&112	102&101	111&102	105&113	126&107	112&104	110&112	101
NC(N)=NC(=O)Cc1c(Cl)cccc1Cl	98	113	96	102	91	95	103	109
CC(C)n1nc(-c2ccc3oc(N)nc3c2)c2c(N)ncnc21	-45*	-19*	-6.7*	-19*	-24*	-14*	-28*	-40*
C=C1c2cccc(O)c2C(O)=C2C(=O)[C@]3(O)C(O)=C(C(N)=O)C(=O)[C@@H](N(C)C)[C@@H]3[C@@H](O)[C@H]12	93	88	87	88	111	96	102	93
Cn1cc(-c2nnc(-c3cn(C)c4ncccc34)o2)c2cc(Br)ccc21	87	103	105	98	98	97	108	89
O=C(NC[C@H](O)CO)c1ccncc1Nc1ccc(I)cc1F	-7.7*	·	32	3.9*	-13*	35	-19*	45
CCCCCCCC/C=C\CCCCCCCC(=O)O	100	117	110	101	118	100	107	105
CC(=O)Nc1ncc([N+](=O)[O-])s1	100&94&101	96&92&114	94&112&103	110&112&108	114&117&114	112&117&102	103&111&105	91&101&119
COc1c(O)cc2c(c1O)[C@H]1O[C@H](CO)[C@@H](O)[C@H](O)[C@@H]1OC2=O	105	127	101	103	115	98	104	105
CC[C@]1(O)C[C@@H]2CN(CCc3c([nH]c4ccccc34)[C@@](C(=O)OC)(c3cc4c(cc3OC)N(C)[C@H]3[C@@](O)(C(=O)OC)[C@H](OC(C)=O)[C@]5(CC)C=CCN6CC[C@]43[C@@H]65)C2)C1	34	40	18	4.0*	66	-38*	64	-55*
CCCCOc1ccc(CC(=O)NO)cc1	51	116	95	111	112	98	102	99
CC(O)CC(=O)O (stereo not given)	102	100	98	110	116	115	97	100
CCn1cc(C(=O)O)c(=O)c2cc(F)c(N3CCNCC3)nc21	92	116	98	105	111	97	95	94
COc1ccc(/C=C/C(=O)O)cc1	102	·	102	103	114	113	103	107
O=C(Nc1ccc(OCc2cccc(Cl)c2)cc1)c1ccc2nc(NC(=O)c3ccc(NCCc4ccccc4)c([N+](=O)[O-])c3)sc2c1	96	98	96	97	111	105	104	95
CCOC(=O)C(C)O/N=C(C)/C=C/c1ccc(Cl)cc1 (stereo not given)	98	·	98	109	100	105	96	100
CCCOC(=O)c1ccc(O)cc1	110	103	75	102	114	·	·	108
CCc1nc(-c2cccc(C)c2)c(-c2ccnc(NC(=O)c3ccccc3)c2)s1	77	68	58	99	106	48	·	39
CC(/C=C/c1ccccc1)=N\OCC(N)=O	103	·	101	100	108	106	106	100
CCCC[C@@H](CC)COC(=O)c1ccccc1O	97	104	98	104	102	102	95	98
CN(C)/C(N)=N/C(=N)N	97	102	96	102	105	98	98	100
COc1ccc(-c2cnc3c(-c4cccc5ncccc45)cnn3c2)cc1	54	76	27	77	58	58	51	22
Cn1c(NC(=O)CN2CCN(c3cc4c(cc3F)c(=O)c(C(=O)O)cn4C3CC3)CC2)cc(=O)n(C)c1=O	91	108	105	89	101	101	102	98
Nc1c2ccccc2nc2ccccc12 (tested in a mixture with another compound)	5.8*	-5.6*	4.4*	17	36	19	-11*	·
NC(=O)C[C@H](N)C(=O)O	100	116	88	112	106	105	99	100
OCc1ccccn1	103	106	102	108	112	103	104	100
O=C(Nc1ccc(Cl)c(C(F)(F)F)c1)Nc1ccc2nc(NS(=O)(=O)c3ccc4ccccc4c3)sc2c1	19	77	91	75	77	70	72	89
COC(=O)C(C)(C)C1Oc2ccc(F)cc2C(=O)/C1=C\NS(=O)(=O)c1ccc(C)cc1 (stereo not given)	107	85	93	105	109	112	103	99
CC(C)(CO)C(O)C(=O)NCCCO (stereo not given)	108&108&101	106&113	108&103&111	107&107	123&117&89	106&102&98	98&110&103	112&105&111
NC(N)=NCCCC(N)C(=O)O (stereo not given)	101&111&102&106&116&103	131&99&85&123&92	105&105&94&100&94&98	110&106&101&99&108&106	110&125&111&116&120&101	101&107&132&103&111	96&100&100&91&96&95	115&102&105&110&105&101
COc1ccc(C2=NN(c3ccc(S(N)(=O)=O)cc3)C(c3ccccc3)C2)c(OC)c1 (stereo not given)	76	87	81	87	127	85	90	79

Part of the list above in a different format:
Cn1c(NC(=O)CN2CCN(c3cc4c(cc3F)c(=O)c(C(=O)O)cn4C3CC3)CC2)cc(=O)n(C)c1=O
  UACC-62: 91; SK-MEL-2: 108; A549/ATCC: 105; M14: 89; SK-MEL-28: 101; MDA-MB-435: 101; UACC-257: 102; SK-MEL-5: 98

COc1ccc(-c2cnc3c(-c4cccc5ncccc45)cnn3c2)cc1
  UACC-62: 54; SK-MEL-2: 76; A549/ATCC: 27; M14: 77; SK-MEL-28: 58; MDA-MB-435: 58; UACC-257: 51; SK-MEL-5: 22

Screens as filed in PubChem.

Some of the compounds tested, so the mix of outcomes need not match the whole.
